High-throughput results deposited in PubChem by National Center for Advancing Translational Sciences (NCATS).
KAT2A inh – blocks human GCN5L2 histone acetyltransferase; Potency, µM (titrated, usually from 58.9 µM), without a hit: at the highest dose activity change, negative = inhibition, hits mostly inhibitors; AID 504327; GCN5L2 HAT assay, ThioGlo1 CoA-SH fluorescence; Q92830; hit rate 0.21% among 390,000
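Fluorescence readout, Ex340nm/Em540nm: ThioGlo1 (50uM final) reacts with free CoA thiol released as 20nM GCN5L2 acetylates H3(1-25) peptide (75uM) using acetyl-CoA (70uM). Compound and enzyme sat 15 min beforehand; 20 min room-temperature reaction.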
TDP1 block – inhibitors of human tyrosyl-DNA phosphodiesterase TDP1. recombinant TDP1, AlphaScreen DNA substrate cleavage. Potency, µM (titrated, usually from 130 µM), for inactives: top-dose activity change, negative = inhibition, most hits filed as inhibitors. AID 485290. Q9NUW8. hit rate 0.28% among 350,000; also: nearly all actives have a fitted effect of over 40% in size
Target sequence (Q9NUW8 whole entry, looked up): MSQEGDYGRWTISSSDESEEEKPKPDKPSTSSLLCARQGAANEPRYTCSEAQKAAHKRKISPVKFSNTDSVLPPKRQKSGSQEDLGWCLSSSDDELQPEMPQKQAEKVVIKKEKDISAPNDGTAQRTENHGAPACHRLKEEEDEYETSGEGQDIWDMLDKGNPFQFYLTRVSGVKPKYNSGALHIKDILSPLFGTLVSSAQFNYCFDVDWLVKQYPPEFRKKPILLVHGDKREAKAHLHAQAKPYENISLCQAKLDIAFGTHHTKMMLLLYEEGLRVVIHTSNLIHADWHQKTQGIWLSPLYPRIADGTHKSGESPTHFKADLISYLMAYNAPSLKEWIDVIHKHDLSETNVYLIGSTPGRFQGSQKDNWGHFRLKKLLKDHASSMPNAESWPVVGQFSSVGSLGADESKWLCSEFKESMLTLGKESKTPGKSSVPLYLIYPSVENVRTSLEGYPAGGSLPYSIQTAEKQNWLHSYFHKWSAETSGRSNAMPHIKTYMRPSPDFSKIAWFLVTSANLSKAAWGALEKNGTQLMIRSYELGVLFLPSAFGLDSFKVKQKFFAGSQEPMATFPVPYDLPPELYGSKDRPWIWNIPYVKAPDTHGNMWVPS
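E. coli-derived human Tdp1, 1 nM final. Cpd preinc 15 min RT; substrate 15 nM final, 5 min RT; AS bead mix 10 ug/ml final, 10 min RT. Signal loss = tyrosine-FITC cleavage. No-enzyme wells = max signal.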
TDP1 cell noCPT – qHTS for Inhibitors of human tyrosyl-DNA phosphodiesterase 1 (TDP1): qHTS in cells in absence of CPT | AID 686978, 2013 | hit rate 15% among 420,000 | Potency, µM (highest dose often 46.2 µM), for inactives: at the top dose activity change, negative = growth inhibition, hits mostly inhibitors | DT40 Tdp1-/- hTDP1 cells, no CPT, ATP luminescence, 48 h; also: nearly all actives have a fitted effect of over 55% in size
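DT40 Tdp1-/-;hTDP1 cells, no CPT (DMSO vehicle only), 400 cells/well; compounds pin-transferred; ≥48 hr, 37 °C; CellTiter-Glo 30 min RT dark, luminescence read.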
* marks the source's active call; other numbers are inactive results; u = inconclusive; x = not tested or not shown; [ ] = another dose, or the depositor's remark. Calls follow the shape of the dose curve; as a rule, active = well fitted curve in the direction sought with a large enough effect; inconclusive = small, poorly fitted or top-dose-only effect, or another doubt; inactive = no such curve, though single readings can be large; an effect the other way counts as inactive or inconclusive. % is scaled to controls: 0 for no effect and ±100 for the full control effect; potency is read from the fitted curve at half-maximal effect. These rows are one share of the data. The share of hits here may be higher or lower than overall.

SMILES | KAT2A inh | TDP1 block | TDP1 cell noCPT
O=C(COc1cccc2ccccc12)NNC(=O)c1cccs1 | -8% | 3% | -11%
O=C(Cc1ccc(Cl)cc1)Nc1cccc(S(=O)(=O)Nc2ccccc2F)c1 | -7% | 4% | u
O=C(NCC1CCCO1)c1c[nH]c2ccc(S(=O)(=O)Nc3ccc(F)cc3F)cc2c1=O (stereo unspecified) | -5% | x | -2%
CN1CCN(C(=O)c2cc(Cl)ccc2Cl)CC1 | -2% | 2% | -19%
Clc1ccc2nc(CSc3ncn[nH]3)cn2c1 | -3% | 3% | -12%
COc1cccc(Cn2c(=O)c(-c3ccc(F)cc3)nc3cncnc32)c1 | -14% | x | 2%
O=C1CSC(=Nc2cccc(Cl)c2Cl)N1Cc1cccnc1 | -3% | 0% | u
CCN1CCCC1CNCc1ccc(OCc2ccc(Cl)nc2)c(OC)c1 (stereo unspecified) | 1% | x | -6%
CCOc1ccccc1N1CCN(C(=O)c2cc(-c3cc(OC)ccc3OC)nc3ccccc23)CC1 | -19% | 7% | 13µM*
CCOc1cc(NS(=O)(=O)c2ccccc2)c(OCC)cc1NC(=O)c1ccco1 | 3% | 0% | 26µM*
O=C(NCC1CCN(Cc2cccc(Cl)c2)CC1)Nc1ccccc1Cl | -22% | x | u
Cc1ccc(-n2c(=O)[nH]c3c(C(N)=O)nc(CC(C)C)nc32)cc1 | -2% | 5% | -14%
COc1ccccc1N1CCN(S(=O)(=O)c2c(C)sc3ncn(CC(=O)Nc4ccc(C)cc4Br)c(=O)c23)CC1 | -4% | -3% | -5%
COc1ccc(N2CCN(C(=S)Nc3cccc(OC)c3)CC2)cc1 | -9% | x | 20%
CCCCC(=O)Nc1nn(C)c2nc3c(C)cccc3cc12 | u | 0% | -4%
CC(C)NC[C@@H](O)COc1ccc(COCCOC(C)C)cc1 | -12%[0.501 µM] | -9%[56.1 µM] | -13%
CSC1=N/C(=C\c2ccccc2)C(=O)N1C | u | 6% | -19%
O=C(C1CCN(C2CCN(CC3CC=CCC3)CC2)CC1)N1CCOCC1 (stereo unspecified) | 4% | -3% | 8%
CCCCN(C)c1nc2c(S(=O)(=O)c3ccc(CC)cc3)nnn2c2ccc(Cl)cc12 | -4% | -1% | 10µM*
O=C(c1ccc(-n2cncn2)c([N+](=O)[O-])c1)N1CCN(S(=O)(=O)c2c(F)cccc2F)CC1 | -5% | 0% | u
CCc1ccc(C(=O)NNC(=O)C2CC(=O)N(c3ccc4c(c3)OCCO4)C2)cc1 (stereo unspecified) | -1% | 2% | 9%
CC(=O)c1ccc(NC(=O)Cn2cc3c(n2)CCCC3)cc1 | 0% | 3% | 0%
O=C(c1ccco1)N1CCN(C(=O)c2cc3cc([N+](=O)[O-])ccc3oc2=O)CC1 | -1% | 0% | -19%
COC(=O)c1cc(C(=O)Cc2ccccc2)c[nH]1 | -3% | 1% | x
O=C(CCS(=O)(=O)c1cccc2nsnc12)NCc1ccccc1 | 1% | -5% | -5%
O=S(=O)(Nc1cccc2c1CCCC2)c1cccc(C(F)(F)F)c1 | -11% | -3% | u
CCOc1ccccc1NC(=O)C1=C(C)NC(=S)NC1c1cccs1 (stereo unspecified) | -4% | 8% | u
CC(=O)c1cccc(S(=O)(=O)NC(C)C2CC3CCC2C3)c1 (stereo unspecified) | -8% | 9% | u
C=CCNC(=O)COC(=O)c1ccc(C)c(NC(=O)c2ccco2)c1 | -3% | 0% | -3%
O=C(Cc1ccccc1)N/N=C/c1cc(Br)cs1 | 2% | 3% | -27%
CCOc1cc(CNCc2ccncc2)cc(Br)c1OCc1ccccc1F | -3% | 5% | u
COCC(=O)N1CCC2(CC1)CCN(C(=O)Nc1cccc(F)c1)CC2 | 10% | x | 0%
O=C(c1nnc(-c2ccccc2)o1)C1CC1 | 1% | 0% | -1%
COc1ccccc1N1CCN(C(=O)CSc2nc(-c3ccccc3)cc(=O)[nH]2)CC1 | -5% | 5% | u
Cc1ccccc1NC(=O)C1CC(=O)n2ncnc2N1 (stereo unspecified) | -3% | 3% | -21%
O=C1C(C=NCCCN2CCCC2=O)=C(O)c2ccccc21 | -4% | 0% | 1%
CN(C)c1ccc(NC(=O)CSc2nnc(-c3ccco3)c(-c3ccco3)n2)cc1 | -9% | x | 16µM*
O=C(CCc1ccc(S(=O)(=O)N2CCOCC2)cc1)N1CCc2ccccc2C1 | -2% | 5% | -10%
CC(=O)Nc1nc(=S)ss1 | -26% | -5% | -25%
O=C(O)c1cc(NC(=O)c2cccc(N3C(=O)c4ccccc4C3=O)c2)cc(C(=O)O)c1 | -3% | 0% | 0%
CCC(C)Sc1ccc(-c2nc3cnccn3c2NC2CCCCC2)cc1 (stereo unspecified) | 28µM* | -12% | 16µM*
Cc1cc(C)n(S(=O)(=O)c2ccc3oc(=O)ccc3c2)n1 | 3% | -2%[0.0935 µM] | -37%
CC(C)(C)NC(=O)C(=O)NCCC1=CCCCC1 | 0% | 3% | u
Nc1cc(Nc2ccccc2)ccn1 | -1% | 1% | u
CC1=CC(C)(C)N=C(Nc2ccc(C)cc2)S1 | -4% | 3% | u
Cc1cc(C(=O)CS(=O)(=O)c2ccccc2)cc(C)c1O | -12% | x | 16%
O=C1CSC2(C(=O)N(Cc3ccccc3)c3ccccc32)N1c1cccc(F)c1 (stereo unspecified) | -8% | 0% | x
Cc1cc(=O)[nH]c(N/N=C/c2ccc([N+](=O)[O-])cc2)n1 | -6% | 5% | x
COc1cc(C(=O)NC2(C(F)(F)F)C(=O)NC(C)=C2C#N)cc(OC)c1OC (stereo unspecified) | 3% | 3% | -2%
O=C(O)C1CCN(c2ncnc3ccc(-c4ccccc4C(F)(F)F)cc23)CC1 | -8% | 12%[56.1 µM] | 2%
Cc1sc(NC(=O)c2ccco2)nc1-c1ccc2c(c1)CC(C)N2C(=O)C1CC1 (stereo unspecified) | -10% | 4% | 3.5µM*
COCC(C)N1C(=O)Cc2c1nc(N)c1c(N)nc(N3CCN(c4ccccc4F)CC3)c(C#N)c21 (stereo unspecified) | 3% | 8% | 26µM*
O=C(C1CC(=O)N(C2CCCC2)C1)N1CCN(c2cccc(Cl)c2)CC1 (stereo unspecified) | -6% | 1% | 23µM*
c1ccc2c(c1)nc1n2CN(Cc2ccc3c(c2)OCO3)CN1 | -7% | 6% | -6%
CC(C)CNS(=O)(=O)c1ccc(CCC(=O)NCC2CCCO2)cc1 (stereo unspecified) | -6% | 4% | -13%
O=C(c1cccc(S(=O)(=O)NCc2ccccc2)c1)N1CCN(c2ccc(F)cc2)CC1 | -4% | 0% | u
CCn1c(SCC(=O)NC2CCS(=O)(=O)C2)nnc1-c1ccccc1 (stereo unspecified) | -4% | 1% | -6%
CCOc1ccc(CCNC(=O)C2CSC3(C)CCC(=O)N23)cc1OCC (stereo unspecified) | u | -2% | 27%
Cc1ccc(S(=O)(=O)N2CCC(C(=O)NCCCN3CCOCC3)CC2)cc1 | -6% | 1% | 1%
O=C(COC(=O)c1c(F)cccc1Cl)NCC1CCCCC1 | -4% | 0% | -15%

Next structures:
SMILES | KAT2A inh | TDP1 block | TDP1 cell noCPT
Cn1c(SCC(=O)NCCc2ccccc2)ncc(C(=O)Nc2ccc(F)cc2)c1=O | -4% | x | u
CC1(C)Cc2cccc(C(=O)NCc3ccco3)c2O1 | -6% | 6% | u
Cc1cccnc1NC(=S)Nc1ccc(F)cc1F | -1% | 3% | -16%
COC(=O)c1ccccc1NC(=O)CSc1nnc(Cc2ccc(Cl)cc2)o1 | -3% | 0% | u
COc1cccc(N(CC(=O)O)S(=O)(=O)c2ccccc2)c1 | -12% | 7% | 1%
COc1cccc(N2CCN(c3ncnc4onc(-c5ccc(F)cc5)c34)CC2)c1 | -6% | 1% | 0%
CC1CCCCC1NC(=O)CN1C(=O)NC(Cc2ccccc2)(Cc2ccccc2)C1=O (stereo unspecified) | -10% | 0% | u
C/C(=N\NC(=S)NCc1ccccc1)c1ccc2ccccc2c1 | -8% | 10% | 7.3µM*
C/C=C\C(=O)Nc1cccc(C2=NOC3(C2)C[C@@H](C(N)=O)N(C(=O)c2ccc(Cl)cc2)C3)c1 (stereo partly specified) | -3% | 4% | -2%
O=C(NC(=S)N1CCCCCC1)c1cccc([N+](=O)[O-])c1 | -1% | 0%[56.1 µM] | 16µM*
CC(=C/c1ccco1)/C=N/NC(=O)CSc1nnc(SCc2ccc(C)cc2)s1 | -10% | 8% | u
Cc1ccc(NC(=O)C2CCCN(S(=O)(=O)c3ccc(C)cc3)C2)cc1 (stereo unspecified) | -2% | 2% | 16µM*
Cc1occc1C(=O)N1CCN(Cc2ccccc2)CC1 | 0% | 2% | -10%
COCC(=O)OCC(=O)Nc1ccc(Cl)cc1[N+](=O)[O-] | -4% | 6% | -6%
CC(C)N1CCc2c(sc(NC(=O)c3ccc4ccccc4c3)c2C(N)=O)C1 | -10% | 2% | u
Cc1ccc(C(=O)OCC(=O)NCc2ccco2)s1 | u | x | 8%
C=CCn1c(SCc2c(C)noc2C)nc2sc3c(c2c1=O)CCCC3 | -3% | -1% | u
O=C(Nc1ccc2nc3ccccc3nc2c1)c1ccccc1 | -10% | -11% | u
CCCc1nn2c(=O)cc(COC(=O)c3ccc(NC(=O)C4CCCCC4)cc3)nc2s1 | 1% | 1% | u
COc1ccccc1-n1c(CNC(=O)c2cccs2)n[nH]c1=S | -1% | -7% | 5%
CCOC(=O)CC(=O)CSc1nc2c(cc1C#N)CCC2 | -19% | 1% | 21µM*
c1ccc(Cn2c(SCCN3CCOCC3)nnc2-c2cccnc2)cc1 | 0% | -7% | 0%
C/C(=N/OC(=O)C1CC12CCC2)c1ccc(Br)cc1 (stereo unspecified) | -5% | -2% | -5%
CN(C)c1ccc(/C=N/N=C/c2ccccc2O)cc1 | 16% | -3% | u
CCOc1cccc2cc(S(=O)(=O)c3ccccc3F)c(=O)oc12 | -9% | 6% | 1%
Cc1cc(Br)cc(Cl)c1OCC(=O)N1CCN(C(=O)c2ccco2)CC1 | -1% | 2% | -15%
Cc1ccc(NC(=O)CSc2ncnc3ccccc23)cc1S(=O)(=O)N1CCCCC1 | -9% | 0% | u
CC(=O)c1ccc(S(=O)(=O)NCCC(=O)OCC(=O)NCCc2ccccc2)cc1 | u | 0% | -21%
CC1CCC(C(=O)c2c(O)c3ccccc3oc2=O)CC1 (stereo unspecified) | -11% | 3% | 18µM*
Cc1ccc(C(=O)COC(=O)CCC(=O)Nc2ccc(Oc3ccccc3)cc2)cc1C | -4% | x | -2%
O=C(CC1C(=O)NCCN1Cc1ccoc1)NCCc1ccc(Cl)cc1 (stereo unspecified) | -1% | 4% | -15%
COc1ccccc1-c1noc(CCC(=O)NC2CCCCC2)n1 | -15% | 1% | -17%
CCn1c2ccccc2c2nc3ccccc3nc21 | -9% | -8% | 18µM*
COc1ccc(CCNC(=O)c2noc(C)c2[N+](=O)[O-])cc1OC | 17% | x | -10%
CN(CC(=O)Nc1ccccc1Cl)C(=O)COC(=O)c1cccs1 | 1% | -1% | 3%
O=C(Nc1c(Cl)cc(Cl)cc1C(=O)NCCN1CCOCC1)c1ccc(Cl)cc1Cl | 4% | 6%[56.1 µM] | 6%
